PfHsp90 set2: growth inhibition of yeast expressing Plasmodium Hsp90. S. cerevisiae expressing PfHsp90, BacTiter-Glo ATP, 48 h; yeast lacking PDR1 and PDR3 efflux regulators. inhibition, % at 9.4 µM. actives 0.32% (n = 310,000);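 active = every replicate shows inhibition above about 80%, whatever the replicate mean, limit read from the data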;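 note: 0% = DMSO neutral controls and 100% = 20 µM radicicol positive controls; yeast relying on Plasmodium falciparum Hsp90 in place of its own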
OPRM1-OPRD1 ag: agonists of human mu-delta opioid receptor heterodimerization; actives 0.3% (n = 340,000); activation, % at 9.3 µM; cells, OPRM1-OPRD1 heterodimerization, luminescence; P35372+P41143; in the data active = activation above about 18%;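 note: 0% = vehicle-treated cells and 100% = reference agonist; values of inactives mirror those of a sister screen read the other way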
HTR5A inv ag: counter-screen for OPRM1-OPRD1 inverse agonists: human HTR5A inverse agonism. P47898. HTR5A cell line, luminescence. inhibition, % at 9.3 µM. actives 0.083% (n = 340,000). AID 504634; in the data active = inhibition mostly above about 23%, no sharp cut-off; inactive = mostly below about 18%;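 note: 0% = cells with DMSO and 100% = no-cell wells with DMSO; some compounds called inactive have numbers as strong as hits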
HTR5A ag ctr: activates human HTR5A in OPRM1-OPRD1 agonist counter-screen. activation, % at 9.3 µM. P47898. actives 0.61% (n = 340,000). HTR5A agonist assay, luminescence, cell-based; in the data active = activation mostly above about 9.5%, no sharp cut-off; inactive = mostly below about 7.6%;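 note: 0% = cells with vehicle only and 100% = reference agonist; strong numbers were not always called active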
phage Ecoli inh: E. coli growth loss with phage present; inhibition, % at 11.9 µM; actives 0.26% (n = 360,000); growth absorbance; in the data active = inhibition above about 11%
E coli growth: bacterial growth inhibition, counter-screen for AddAB inhibitors. E. coli V3065 growth, OD600 absorbance, 18 h. inhibition, % at 11.9 µM. actives 0.27% (n = 330,000). AID 449728;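 active = inhibition above the campaign's mean inhibition across all tested compounds plus 3 SD, cut at about 9.9% in these data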;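 note: uninfected addAB+ strain grown without phage in ampicillin broth; 0% = DMSO wells and 100% = ciprofloxacin 0.95 µg/ml wells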
MOR-DOR inv ag: inverse agonist of human OPRM1-OPRD1 heterodimerization. actives 0.21% (n = 340,000). cell-based MOR-DOR heterodimer luminescence, inverse agonism. P35372+P41143. inhibition, % at 9.3 µM; in the data active = inhibition above about 22%, passing the limit was not always enough;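 note: 0% = cells with DMSO and 100% = wells without cells with DMSO; values of inactives mirror those of a sister screen read the other way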
PKA-R1A activ: activates the PKA-R1A holoenzyme complex; AID 504707; PKA-R1A dissociation, Cy5-IP20 fluorescence polarization; scaled: DMSO 0%, 113 µM cGMP 100%; activation, % at 11.4 µM; actives 0.083% (n = 340,000);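 active = percent activation above the mean of all tested compounds plus 3 SD, cut at about 19% in these data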;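 note: higher means more PKAc released from R1A so a rise in polarization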
Pemphigus Ab inh: blocks pemphigus antibody binding to human desmoglein-3; P32926; DSG3-coupled beads, scFv-anti-DSG3-GFP binding, flow cytometry; active compounds read low; binding (percent of control), % at 10 µM; actives 0.48% (n = 310,000); AID 588358;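 active = binding more than 3 SD below its plate's average and above zero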;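 note: hits lower antibody fragment binding to DSG3; some compounds called inactive have numbers as strong as hits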
Target sequence (P32926 whole entry, looked up, the tested form may be a part): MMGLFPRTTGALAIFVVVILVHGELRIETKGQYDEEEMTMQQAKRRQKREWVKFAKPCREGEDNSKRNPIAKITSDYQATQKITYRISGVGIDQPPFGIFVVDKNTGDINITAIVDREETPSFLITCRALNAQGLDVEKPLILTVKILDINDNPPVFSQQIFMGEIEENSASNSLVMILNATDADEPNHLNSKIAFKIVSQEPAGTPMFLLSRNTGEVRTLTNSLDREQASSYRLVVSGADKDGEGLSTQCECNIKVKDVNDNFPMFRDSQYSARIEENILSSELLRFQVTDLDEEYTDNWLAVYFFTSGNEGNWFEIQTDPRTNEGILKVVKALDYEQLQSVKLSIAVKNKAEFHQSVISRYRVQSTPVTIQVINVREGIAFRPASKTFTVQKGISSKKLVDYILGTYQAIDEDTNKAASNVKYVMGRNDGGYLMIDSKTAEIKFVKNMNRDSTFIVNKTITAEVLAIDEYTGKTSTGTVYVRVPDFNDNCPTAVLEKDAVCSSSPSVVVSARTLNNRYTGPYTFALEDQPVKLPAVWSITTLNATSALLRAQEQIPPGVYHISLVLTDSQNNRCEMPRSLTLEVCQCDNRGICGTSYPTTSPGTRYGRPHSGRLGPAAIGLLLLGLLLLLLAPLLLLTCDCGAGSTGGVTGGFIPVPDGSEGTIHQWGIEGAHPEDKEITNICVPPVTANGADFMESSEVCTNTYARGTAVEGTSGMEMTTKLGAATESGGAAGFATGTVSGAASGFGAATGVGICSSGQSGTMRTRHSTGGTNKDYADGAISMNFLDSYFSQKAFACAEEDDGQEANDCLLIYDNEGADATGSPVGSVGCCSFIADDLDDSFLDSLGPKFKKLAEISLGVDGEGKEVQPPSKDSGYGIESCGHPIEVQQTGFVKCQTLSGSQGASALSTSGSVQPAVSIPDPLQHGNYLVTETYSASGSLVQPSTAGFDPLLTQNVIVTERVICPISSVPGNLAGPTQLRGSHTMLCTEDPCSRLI
Mot1-301 SUMO: blocks SUMOylation pathway, rescuing yeast Mot1-301 growth | S. cerevisiae Mot1-301 growth rescue, ATP luminescence, 38.5C; percent above DMSO median, 100 means doubled | growth rescue, % at 18.8 µM | actives 1% (n = 320,000) | AID 2716;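 active = every valid replicate shows activation above 250% relative to neutral control wells; inactive = the rest, any valid replicate at or below 250%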;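 note: OY570 slx delta 5 strain wells were the positive control but not used for scaling; some compounds called inactive have numbers as strong as hits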
AddAB inh: less growth of phage-infected E. coli with AddAB. inhibition, % at 11.9 µM. E. coli expressing H. pylori AddAB, absorbance growth. actives 0.29% (n = 330,000); in the data active = inhibition above about 12%;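 note: 0% = vehicle wells of infected cells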
* hit, by the source's call; i = inactive; . = not tested or not shown.

1: Cn1c(CNC(=O)c2ccccc2F)nnc1SCC(=O)c1ccccc1
2: COc1ccc(CCNC(=S)N2CCC(C(N)=O)CC2)cc1
3: O=C(Cn1ccc([N+](=O)[O-])n1)Nc1nccs1
4: O=C(CSc1nc(O)cc(=O)[nH]1)N1CCOCC1
5: CCS(=O)c1ccccc1C(=O)OC(C)C(=O)Nc1ccc(S(=O)(=O)N2CCCC2)cc1 (stereo not given)

Screen / compound no.	1	2	3	4	5
PfHsp90 set2	19	0	29	19	.
OPRM1-OPRD1 ag	-2.3	-1.8	-0.1	-0.6	-0.3
HTR5A inv ag	-6	5	7	18	-10
HTR5A ag ctr	-4	2	0	-2	0
phage Ecoli inh	0.3	2.0	4.8	1.3	2.1
E coli growth	0.7	-2.6	5.0	-0.1	1.9
MOR-DOR inv ag	12	10	1	4	2
PKA-R1A activ	-9	-5	2	-5	-5
Pemphigus Ab inh	.	100	98	.	100
Mot1-301 SUMO	-20	10	181	2	2
AddAB inh	2.9	-0.6	6.1	-0.8	1.7

6: CCCc1nn(C)c(C(=O)Nc2cccc3ccccc23)c1Cl
7: O=C(COc1ncnc2c(Cl)cc(Cl)cc12)NCCC1=CCCCC1
8: COc1c(Cl)cc(C(=O)O)cc1Cl
9: O=C(CSc1nnc(-c2ccccc2)c(-c2ccccc2)n1)Nc1ccc(Br)cn1
10: Cc1nc(SCC(=O)Nc2ccc3c(c2)OCO3)c(C#N)c2c1CCCC2

Screen / compound no.	6	7	8	9	10
PfHsp90 set2	-26	24	-9	-30	1
OPRM1-OPRD1 ag	8.1	-1.1	-1.1	8.1	-0.3
HTR5A inv ag	8	18	24	3	-27
HTR5A ag ctr	5	-8	0	-1	1
phage Ecoli inh	2.1	3.9	3.5	2.7	2.2
E coli growth	0.3	-0.6	-1.0	0.8	1.6
MOR-DOR inv ag	-50	6	6	-42	2
PKA-R1A activ	-11	-6	-6	-3	8
Pemphigus Ab inh	95	104	102	94	88
Mot1-301 SUMO	1	420*	8	-1	1
AddAB inh	-0.3	1.3	0.8	0.5	0.9

11: Cc1c(Cl)cccc1NC(=S)/C(=C(\[O-])c1ccc(Cl)s1)[n+]1ccccc1
12: O=C(NC(=S)N1CCCCCC1)c1cccc([N+](=O)[O-])c1
13: O=C1C=C(c2ccc3c(c2)oc2ccccc23)C[C@@H](c2ccc3c(c2)OCO3)C1
14: Cn1c(SCC(=O)Nc2nccs2)nnc1-c1ccc(S(=O)(=O)N2CCCC2)cc1
15: CC(C)Oc1ccc(/C=N/NC(=O)c2nnn(-c3nonc3N)c2CN(C)c2ccccc2)cc1

Screen / compound no.	11	12	13	14	15
PfHsp90 set2	-6	3	-6	-6	3
OPRM1-OPRD1 ag	-1.0	-2.9	1.0	-2.0	1.1
HTR5A inv ag	-18	1	3	-5	-3
HTR5A ag ctr	1	0	-2	2	1
phage Ecoli inh	0.3	1.6	-0.3	3.1	0.2
E coli growth	1.7	0.0	0.4	2.7	0.2
MOR-DOR inv ag	5	11	-5	11	-6
PKA-R1A activ	-5	-7	4	0	-11
Pemphigus Ab inh	.	101	101	109	97
Mot1-301 SUMO	3	-4	14	i	495
AddAB inh	4.1	0.8	-0.4	4.2	3.0

16: O=C(NC(NC(=O)c1c(F)cccc1F)c1ccc([N+](=O)[O-])cc1)c1c(F)cccc1F
17: CCOC1(C)OCC(=O)[C@]2(CCC3C4CCC5=CC(=O)C=CC5(C)C4C(=O)CC32C)O1 (stereo not given in full)
18: COCC(C)NC(=O)c1ccc2nc(-c3ccccc3)c(-c3ccccc3)nc2c1 (stereo not given)
19: N#Cc1ccc(C(=O)Nc2cccc3ccccc23)c(F)c1
20: CCC(C)N1C(=O)N(c2cccc(Cl)c2)C(C)(O)CC1(C)C (stereo not given)

Screen / compound no.	16	17	18	19	20
PfHsp90 set2	23	-8	5	-10	18
OPRM1-OPRD1 ag	-3.1	-1.4	-2.6	-0.8	-0.1
HTR5A inv ag	8	-1	8	-6	-8
HTR5A ag ctr	-2	3	-3	1	2
phage Ecoli inh	1.2	0.2	0.9	0.8	1.4
E coli growth	-2.2	3.5	-3.6	-1.5	0.3
MOR-DOR inv ag	14	10	13	4	1
PKA-R1A activ	-4	-13	-3	-3	-2
Pemphigus Ab inh	100	112	108	104	100
Mot1-301 SUMO	13	-3	-17	-20	-2
AddAB inh	-2.2	1.0	-0.8	0.7	1.5

Part of the list above, with two lines to a compound:
Every second line gives: PfHsp90 set2, OPRM1-OPRD1 ag, HTR5A inv ag, HTR5A ag ctr, phage Ecoli inh, E coli growth, MOR-DOR inv ag, PKA-R1A activ, Pemphigus Ab inh, Mot1-301 SUMO, AddAB inh
7	O=C(COc1ncnc2c(Cl)cc(Cl)cc12)NCCC1=CCCCC1
→ 24, -1.1, 18, -8, 3.9, -0.6, 6, -6, 104, 420*, 1.3
8	COc1c(Cl)cc(C(=O)O)cc1Cl
→ -9, -1.1, 24, 0, 3.5, -1.0, 6, -6, 102, 8, 0.8
9	O=C(CSc1nnc(-c2ccccc2)c(-c2ccccc2)n1)Nc1ccc(Br)cn1
→ -30, 8.1, 3, -1, 2.7, 0.8, -42, -3, 94, -1, 0.5
10	Cc1nc(SCC(=O)Nc2ccc3c(c2)OCO3)c(C#N)c2c1CCCC2
→ 1, -0.3, -27, 1, 2.2, 1.6, 2, 8, 88, 1, 0.9
11	Cc1c(Cl)cccc1NC(=S)/C(=C(\[O-])c1ccc(Cl)s1)[n+]1ccccc1
→ -6, -1.0, -18, 1, 0.3, 1.7, 5, -5, ., 3, 4.1
12	O=C(NC(=S)N1CCCCCC1)c1cccc([N+](=O)[O-])c1
→ 3, -2.9, 1, 0, 1.6, 0.0, 11, -7, 101, -4, 0.8
13	O=C1C=C(c2ccc3c(c2)oc2ccccc23)C[C@@H](c2ccc3c(c2)OCO3)C1
→ -6, 1.0, 3, -2, -0.3, 0.4, -5, 4, 101, 14, -0.4
14	Cn1c(SCC(=O)Nc2nccs2)nnc1-c1ccc(S(=O)(=O)N2CCCC2)cc1
→ -6, -2.0, -5, 2, 3.1, 2.7, 11, 0, 109, i, 4.2
15	CC(C)Oc1ccc(/C=N/NC(=O)c2nnn(-c3nonc3N)c2CN(C)c2ccccc2)cc1
→ 3, 1.1, -3, 1, 0.2, 0.2, -6, -11, 97, 495, 3.0
16	O=C(NC(NC(=O)c1c(F)cccc1F)c1ccc([N+](=O)[O-])cc1)c1c(F)cccc1F
→ 23, -3.1, 8, -2, 1.2, -2.2, 14, -4, 100, 13, -2.2
17	CCOC1(C)OCC(=O)[C@]2(CCC3C4CCC5=CC(=O)C=CC5(C)C4C(=O)CC32C)O1 (stereo not given in full)
→ -8, -1.4, -1, 3, 0.2, 3.5, 10, -13, 112, -3, 1.0

The list goes on:
21: O=C(NCc1ccc(F)cc1)C1CCC(CNS(=O)(=O)c2cccs2)CC1 (stereo not given)
22: Clc1ccc2c(c1)C1CC2CCN1Cc1ccccc1 (stereo not given)
23: CCN(C(=O)Cc1ccccc1OC)c1nnc(-c2ccncc2)s1
24: CC1CCC2(CC1)NC(=O)N(CC(=O)NC1(C#N)CCCCC1)C2=O (stereo not given)
25: S=C(Nc1ccccc1Cl)N(CCCN1CCOCC1)Cc1ccco1

Screen / compound no.	21	22	23	24	25
PfHsp90 set2	2	-1	-24	-7	-19
OPRM1-OPRD1 ag	4.2	-0.1	0.4	-3.5	-1.5
HTR5A inv ag	-23	0	-23	3	-18
HTR5A ag ctr	14*	0	9	-1	-3
phage Ecoli inh	-0.6	5.0	-0.8	-1.3	2.1
E coli growth	0.4	.	-1.4	-1.4	-0.4
MOR-DOR inv ag	-26	0	-3	18	8
PKA-R1A activ	4	-4	0	3	-15
Pemphigus Ab inh	93	120	100	107	82
Mot1-301 SUMO	137	.	46	39	-18
AddAB inh	3.8	.	0.9	2.4	0.9

26: CC(=O)N/N=C(\C)c1ccc2c(c1)OCCO2
27: CC(C)CC(C(=O)OCC(=O)N1CCN(c2ccccc2)CC1)N1C(=O)c2ccccc2C1=O (stereo not given)
28: COC(=O)c1cccnc1NC(=S)NNC(=O)c1ccncc1
29: CCN(CCO)C(=O)c1ccc2nc(Cc3cccc(Cl)c3)oc2c1
30: COc1ccccc1-c1nc(-c2ccc(Br)cc2)no1

Screen / compound no.	26	27	28	29	30
PfHsp90 set2	-17	41	-7	27	-17
OPRM1-OPRD1 ag	-0.8	0.2	-6.8	-2.7	1.8
HTR5A inv ag	10	-1	-4	14	-11
HTR5A ag ctr	-4	9	1	-5	4
phage Ecoli inh	1.9	-0.1	1.6	3.6	0.9
E coli growth	-3.5	.	2.6	-0.8	-1.1
MOR-DOR inv ag	4	-1	29	14	-11
PKA-R1A activ	-9	-3	-1	3	2
Pemphigus Ab inh	106	97	100	92	82
Mot1-301 SUMO	-11	.	13	8	27
AddAB inh	-1.1	.	2.9	0.4	0.4

31: CCOC(=O)C1=C(C)N(C)C(=O)NC1c1cccc([N+](=O)[O-])c1 (stereo not given)
32: Cc1cc(C)n(Cc2ccc(C(=O)NCCC3=CCCCC3)o2)n1
33: Cc1cc(SCC(=O)Nc2cccc(S(=O)(=O)NC3=NCCCCC3)c2)nc2ccccc12
34: Cc1ccc(Nc2c(-c3ccco3)nc3ccccn23)cc1
35: O=C(NC(=S)N1CCCC1)c1ccc(Cl)cc1
36: O=C(O)c1cc(N/N=C/c2ccc(N3CCOCC3)cc2)ccc1Cl
37: CC(C)OC(=O)CSc1nnc2c(n1)[nH]c1ccc(F)cc12
38: CC(NC(=O)c1ccc(Cl)s1)C1CCCO1 (stereo not given)

Screen / compound no.	31	32	33	34	35	36	37	38
PfHsp90 set2	-9	9	-13	8	-1	-27	20	3
OPRM1-OPRD1 ag	-1.0	-3.1	1.7	-1.7	-1.3	-0.5	-0.7	-0.8
HTR5A inv ag	12	12	-26	-9	-3	-4	11	0
HTR5A ag ctr	-2	-5	0	4	1	0	2	1
phage Ecoli inh	4.0	0.9	-2.8	3.3	-2.1	1.1	2.0	3.6
E coli growth	0.7	-0.9	1.5	1.8	-3.6	-0.9	1.8	-1.1
MOR-DOR inv ag	6	13	-9	9	7	2	3	5
PKA-R1A activ	6	-3	0	-6	3	4	-5	1
Pemphigus Ab inh	110	.	89	126	98	94	99	104
Mot1-301 SUMO	15	10	2	-1	11	.	0	7
AddAB inh	3.7	3.5	2.8	2.6	-1.3	1.5	1.8	-0.4
